MITF act = activators of MITF-driven TRPM1 promoter reporter, primary screen, cell-based, SK-MEL-5, luciferase, single point; SK-MEL-5 TRPM1-promoter luciferase, 24 h; % of positive control, neutral wells = 0; activation, % at 12.5 µM; 300,000 tested, 0.75% active;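 active = mean activation of at least 80% with every replicate also reaching 80%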;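 also: 0% = neutral control wells and 100% = parthenolide positive control wells; values of inactives mirror those of a sister screen read the other way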
CDK5 p35 inh = inhibitors of human CDK5/p35 kinase, primary screen, biochemical, single concentration | Recombinant CDK5/p35, ADP-Glo luminescence, 60 min | inhibition, % at 10 µM | 330,000 tested, 0.01% active | AID 488839, 2010;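 active = highest replicate inhibition of at least 50% and at least 75% of replicates reaching 50%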;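 also: plate controls were DMSO neutral control for no effect and GW8510 at 10 µM for full effect; many of its hits are not listed in these tables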
Target sequence (Q00535 whole entry, looked up): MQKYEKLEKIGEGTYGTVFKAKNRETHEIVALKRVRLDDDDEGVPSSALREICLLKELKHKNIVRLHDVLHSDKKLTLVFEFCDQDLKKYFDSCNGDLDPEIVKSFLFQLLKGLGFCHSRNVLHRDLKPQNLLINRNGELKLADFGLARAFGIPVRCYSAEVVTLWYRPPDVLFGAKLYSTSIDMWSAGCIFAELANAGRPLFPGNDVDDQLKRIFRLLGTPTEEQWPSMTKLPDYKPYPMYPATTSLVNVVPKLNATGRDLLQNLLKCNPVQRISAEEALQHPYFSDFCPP
Target sequence (Q15078 whole entry, looked up): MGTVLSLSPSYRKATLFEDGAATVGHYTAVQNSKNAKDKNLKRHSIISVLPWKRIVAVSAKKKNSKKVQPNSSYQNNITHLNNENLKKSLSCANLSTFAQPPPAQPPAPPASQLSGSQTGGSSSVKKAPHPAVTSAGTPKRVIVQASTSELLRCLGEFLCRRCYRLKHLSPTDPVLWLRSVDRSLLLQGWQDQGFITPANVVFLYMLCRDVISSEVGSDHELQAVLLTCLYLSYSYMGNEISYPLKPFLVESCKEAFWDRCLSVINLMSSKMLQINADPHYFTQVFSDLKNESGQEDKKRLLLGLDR
cardiac RTF act = cardiac RTF calcium sensitivity activators, primary screen, biochemical, IANBD-TnC fluorescence, EC20 calcium | 340,000 tested, 0.24% active | activation, % at 7.2 µM | AID 493008, 2010 | Troponin I, cardiac muscle (Homo sapiens) + Troponin T, cardiac muscle (Homo sapiens) + … | IANBD-labeled TnC RTF fluorescence at EC20 calcium; 0% EC20 calcium, 100% full calcium;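 active = activation above the mean over all tested compounds plus 3 SD, cut at about 30% in these data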;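 also: rise in fluorescence read as greater calcium sensitivity of cardiac thin filaments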
Tat transport = E. coli Tat export inhibitors, primary screen, MC4100, TorA-mCherry reporter, fluorescence, single point. 340,000 tested, 0.036% active. inhibition, % at 10 µM;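 active = mean replicate inhibition at least 50% and at least half of replicates individually reaching 50%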;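 also: exported cargo escapes ClpAP degradation while cytoplasmic cargo is degraded and loses fluorescence; 0% = median of neutral control wells and 100% = median of NaSCN control wells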
Wnt bcat act = Wnt/beta-catenin pathway activators, primary screen, cell-based, plate reader, single point; Wnt/beta-catenin reporter cell assay, activator; activation, % at 9.35 µM; 300,000 tested, 1.2% active; AID 743398, 2014; in the data active = activation above about 30%, passing the limit was not always enough;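 also: 0% = neutral control wells and 100% = positive control wells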
Rtt109 Vps75 = inhibitors of C. albicans Rtt109/Vps75 HAT, primary screen, biochemical, ThioGlo CoA-SH fluorescence, plate reader. purified Rtt109/Vps75, 4 h. Histone acetyltransferase RTT109 (Candida albicans (strain SC5314 / ATCC MYA-2876)), …. 330,000 tested, 0.16% active. inhibition, % at 34.9 µM;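 active = inhibition of at least 50% in every replicate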
Target sequence (Q5AAJ8 whole entry, looked up): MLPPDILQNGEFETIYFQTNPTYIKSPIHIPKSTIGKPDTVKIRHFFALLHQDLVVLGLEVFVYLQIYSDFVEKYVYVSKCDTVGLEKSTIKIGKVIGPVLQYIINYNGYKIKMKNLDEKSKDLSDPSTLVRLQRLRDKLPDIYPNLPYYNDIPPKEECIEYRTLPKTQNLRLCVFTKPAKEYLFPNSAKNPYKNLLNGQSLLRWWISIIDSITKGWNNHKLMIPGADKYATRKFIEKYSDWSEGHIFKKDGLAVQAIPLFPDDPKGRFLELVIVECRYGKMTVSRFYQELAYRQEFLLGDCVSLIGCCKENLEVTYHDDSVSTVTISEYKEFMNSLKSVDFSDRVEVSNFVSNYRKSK
CAL PDZ FP-1 = CAL PDZ peptide-binding inhibitors, primary screen, biochemical, fluorescence polarization, Cer-tagged CAL PDZ, HTS. purified CAL PDZ, TMR-peptide fluorescence polarization, 1 h. inhibition, % at 20 µM. 330,000 tested, 0.02% active. AID 504414, 2011;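 active = highest replicate inhibition of at least 40%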;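 also: plate controls were DMSO neutral control wells for no effect and unlabeled competitor peptide control wells for full effect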
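material = purified tagged CAL PDZ domain construct (CerCALP) | compound dosing = 20 µM, one dose | times = 1 h at RT | measured by = fluorescence polarization from S- and P-plane intensities, G-factor corrected | read-out = inhibition from polarization loss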
dFosB act = activators of delta FosB homodimer, primary screen, biochemical, fluorescence polarization, TAMRA-CDK5 oligo, single point; Protein FosB (Mus musculus), P13346; purified delta FosB; percent of positive-control signal above neutral wells; activation, % at 25 µM; 340,000 tested, 0.99% active;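 active = mean activation above about 17%, with every replicate also reaching it, limit read from the data, passing the limit was not always enough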;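 also: fluorescence polarization rise as delta FosB binds a TAMRA Cdk5 AP-1 oligo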
V-ATPase pH = regulators of yeast V-ATPase proton pumping, primary screen, pHLuorin cytosolic pH fluorescence. S. cerevisiae. 350,000 tested, 0.37% active. AID 504577, 2011. response, % at 10 µM; in the data active = response mostly above about 7.3%, no sharp cut-off; inactive = mostly below about 5.4%; also: actives read high; inactives centre near 0; some compounds called inactive have numbers as strong as hits; reference of the scale not given here
CAL PDZ FP-2 = untagged CAL PDZ binding inhibitors, primary screen, biochemical, fluorescence polarization, HTS. 300,000 tested, 0.92% active. AID 602252, 2012. purified CAL PDZ, TMR-peptide fluorescence polarization, 1 h. inhibition, % at 24.9 µM;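 active = mean inhibition of at least 30% with at least half of replicates also reaching 30%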;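 also: 0% = DMSO neutral control and 100% = excess unlabeled competitor peptide PRC23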
Numbers without * were called inactive; . = no result given.

SMILES	MITF act	CDK5 p35 inh	cardiac RTF act	Tat transport	Wnt bcat act	Rtt109 Vps75	CAL PDZ FP-1	dFosB act	V-ATPase pH	CAL PDZ FP-2
COC(=O)CCC(=O)NNC(=O)C1CC1(c1ccccc1)c1ccccc1 (stereo not given)	6	1.5	1	0	-1	-5	-0.4	9	0	2
CC(C)O/C(=N/S(=O)(=O)c1ccc(Cl)cc1)c1ccccc1	4	-0.2	-1	1	-1	-3	0.7	-4	4	4
O=C1C2C(C(=O)N1/N=C/c1ccco1)C1C=CC2C12CC2 (stereo not given)	0	0.9	-2	6	-1	-9	-3.6	-1	0	-3
COC(=O)c1ccc(C(C(=O)NC2CCCCC2)N(Cc2ccccc2)C(=O)Cc2cccs2)cc1 (stereo not given)	8	-0.1	4	2	.	6	-1.2	-2	1	-3
O=C(c1ccco1)N1CCN(Cc2nnc(-c3cccc(Br)c3)o2)CC1	-8	0.7	-1	6	-1	15	-2.2	-4	-2	-3
O=C(c1ccccc1)c1cccc(NC(=O)c2ccco2)c1	49	1.0	1	3	.	9	.	-22	-2	0
COc1ccc(NC(=S)N(CCN2CCCCC2)Cc2ccco2)cc1	5	-2.1	-1	-2	-1	6	-0.6	-5	0	.
Cc1ccc2c(=O)c(CN3CCCCCC3)c(C)[nH]c2c1C	1	0.0	7	6	-3	-1	-0.1	-13	0	-1
C=CCn1c(Cc2csc(N)n2)nnc1SCC(=O)Nc1ccccc1C(F)(F)F	-6	-2.3	2	2	.	-10	-1.9	-8	1	.
O=C(Nc1ccc2c(c1)oc1ccccc12)c1cccnc1	106*	-0.6	2	-4	.	-14	-2.4	-11	0	1
CCOc1ccc(NC2c3ccccc3C(=O)N2Cc2ccc3c(c2)OCO3)cc1 (stereo not given)	.	0.1	-1	8	6	25	-0.3	4	2	-3
CCOC(=O)CSc1nc2c(sc(=S)n2-c2ccc(CC)cc2)c(=O)[nH]1	0	-1.6	-7	-2	-2	11	-3.2	-8	1	-8
Nc1c(-c2ccccc2)cnn1C1CCS(=O)(=O)C1 (stereo not given)	-5	0.9	-1	-8	.	-3	-0.6	1	9	0
O=C(C1=NN[C@@H]2C(=O)N(c3cccc(F)c3)C(=O)[C@H]12)C(c1ccccc1)c1ccccc1	9	0.0	8	7	-1	-4	-1.9	-14	-1	-1
COC(=O)C1=C(CCc2ccccc2)NC(=O)NC1c1ccc([N+](=O)[O-])cc1 (stereo not given)	8	0.7	-5	25	-4	5	0.0	-2	3	-4
CCC(=NN=C(CC)c1ccccc1O)c1ccccc1O	2	0.8	-4	4	-6	0	-0.6	1	-2	-11
O=[N+]([O-])c1cnc(Nc2ccccc2)nc1Nc1ccccc1	-3	1.5	4	14	0	-6	0.0	-6	-3	1
Cc1ccc(C2Nc3ccccc3C(=O)N2Cc2ccco2)cc1 (stereo not given)	-17	0.0	0	0	.	-4	-2.2	-6	0	0
O=C(OCCN1C(=O)c2ccccc2C1=O)c1cc2ccccc2o1	-1	-1.2	-1	8	-4	-6	-2.4	-5	0	-2
COc1ccc(CCNS(=O)(=O)c2cccc(C)c2)cc1OC	3	2.7	7	-1	.	6	-0.9	-1	-3	-2
O=c1c2cn[nH]c2nc(SCc2ccc3c(c2)OCCO3)n1-c1ccccc1	-3	1.0	1	6	-3	7	-4.2	-8	-2	0
Cc1ccccc1C(=O)NCc1ccncc1	-7	0.8	2	0	.	-9	0.6	2	-1	-3
CC1Cc2ccccc2N1C(=O)/C=C/c1cccc(F)c1 (stereo not given)	96*	0.9	0	-4	14	0	-1.6	-15	-2	-5
CCOC(=O)/C(C#N)=C/c1cn(CCC(=O)O)nc1-c1ccc(F)cc1	-4	-0.4	3	0	2	-1	0.6	2	1	-1
COc1ccc(Cl)cc1C(=O)NCc1cnn(C)c1C	18	0.8	6	-2	.	-3	-1.2	8	3	0
CC(=O)Nc1ccc2c(c1)C(=O)c1ccc(Cl)cc1-2	19	1.5	1	1	4	5	-2.2	-16	-2	4
O=C(N/N=C\c1cccnc1)c1cc(-c2ccccc2)nc2c(Cl)cccc12	-6	2.4	-4	-5	-2	-7	-7.5	-26	1	-1
Cn1nnc2cc(NC(=O)N3CCN(c4ccccn4)CC3)ccc21	1	-1.3	3	0	.	1	-0.9	0	-2	3
CNC(=O)CSc1nc2c(c(=O)n(C)c(=O)n2C)n1Cc1ccc(C)cc1	-6	-0.7	-1	3	-2	-4	-1.3	0	-4	1
Cc1ccc(-c2noc(-c3ccccc3C(=O)NCC3CCCO3)n2)cc1 (stereo not given)	4	0.5	-3	5	.	-1	0.1	-9	0	-3
NC(=O)C1CCN(C(=O)CN2CCCc3ccccc32)CC1	-8	-0.8	1	2	.	-2	0.3	1	0	2
CC(Oc1ccccc1)C(=O)N=C1SC2CS(=O)(=O)CC2N1c1cccc(F)c1 (stereo not given)	5	.	-6	-7	-3	-1	-2.1	-5	4	-3
O=C(OCc1nnc(-c2ccccc2)o1)c1cccnc1Cl	5	-2.3	4	-4	-1	-2	0.4	-11	-1	-3
CCN(c1ccccc1)S(=O)(=O)c1ccc(N2CCN(c3ccccc3O)CC2)nc1	4	0.4	-1	7	-3	1	0.1	-1	0	5
O=C(NCc1ccco1)/C(=C/c1ccco1)NC(=O)c1ccccc1	-7	0.7	5	-2	-1	3	-0.2	-1	-1	.
Cc1nnc(SCC(=O)Nc2nccs2)[nH]c1=O	6	-0.3	-3	0	.	5	0.9	4	2	-1
Cc1cccc2sc(N(CCN(C)C)C(=O)/C=C/c3cccs3)nc12	16	-0.7	0	-3	3	5	-6.2	11	-1	-4
COc1ccccc1-c1nnc(SC/C(O)=C(\C#N)c2nc3ccccc3[nH]2)n1C1CCCCC1	-3	0.8	0	-1	4	19	-1.5	-1	3	-3
Cc1ccc(N(CC(=O)N=Nc2c(O)[nH]c3ccccc23)S(C)(=O)=O)c(C)c1	-11	-0.4	-4	6	-2	9	-3.2	-2	1	-4
CCOc1ccc(/C(C)=N/NC(=O)c2nnn(-c3nonc3N)c2-c2cccs2)cc1	1	1.0	-2	1	2	1	-2.9	4	-3	-2

7 of the compounds above, with bars between the fields.
compound | MITF act | CDK5 p35 inh | cardiac RTF act | Tat transport | Wnt bcat act | Rtt109 Vps75 | CAL PDZ FP-1 | dFosB act | V-ATPase pH | CAL PDZ FP-2
COc1ccccc1-c1nnc(SC/C(O)=C(\C#N)c2nc3ccccc3[nH]2)n1C1CCCCC1 | -3 | 0.8 | 0 | -1 | 4 | 19 | -1.5 | -1 | 3 | -3
Cc1nnc(SCC(=O)Nc2nccs2)[nH]c1=O | 6 | -0.3 | -3 | 0 | . | 5 | 0.9 | 4 | 2 | -1
O=C(NCc1ccco1)/C(=C/c1ccco1)NC(=O)c1ccccc1 | -7 | 0.7 | 5 | -2 | -1 | 3 | -0.2 | -1 | -1 | .
CCOc1ccc(/C(C)=N/NC(=O)c2nnn(-c3nonc3N)c2-c2cccs2)cc1 | 1 | 1.0 | -2 | 1 | 2 | 1 | -2.9 | 4 | -3 | -2
Cc1cccc2sc(N(CCN(C)C)C(=O)/C=C/c3cccs3)nc12 | 16 | -0.7 | 0 | -3 | 3 | 5 | -6.2 | 11 | -1 | -4
NC(=O)C1CCN(C(=O)CN2CCCc3ccccc32)CC1 | -8 | -0.8 | 1 | 2 | . | -2 | 0.3 | 1 | 0 | 2
CCN(c1ccccc1)S(=O)(=O)c1ccc(N2CCN(c3ccccc3O)CC2)nc1 | 4 | 0.4 | -1 | 7 | -3 | 1 | 0.1 | -1 | 0 | 5

A draw from above in order of heavy-atom count, ascending:
SMILES	MITF act	CDK5 p35 inh	cardiac RTF act	Tat transport	Wnt bcat act	Rtt109 Vps75	CAL PDZ FP-1	dFosB act	V-ATPase pH	CAL PDZ FP-2
O=C(OCc1nnc(-c2ccccc2)o1)c1cccnc1Cl	5	-2.3	4	-4	-1	-2	0.4	-11	-1	-3
Cc1cccc2sc(N(CCN(C)C)C(=O)/C=C/c3cccs3)nc12	16	-0.7	0	-3	3	5	-6.2	11	-1	-4
CCN(c1ccccc1)S(=O)(=O)c1ccc(N2CCN(c3ccccc3O)CC2)nc1	4	0.4	-1	7	-3	1	0.1	-1	0	5
COc1ccccc1-c1nnc(SC/C(O)=C(\C#N)c2nc3ccccc3[nH]2)n1C1CCCCC1	-3	0.8	0	-1	4	19	-1.5	-1	3	-3

Other entries follow:
SMILES	MITF act	CDK5 p35 inh	cardiac RTF act	Tat transport	Wnt bcat act	Rtt109 Vps75	CAL PDZ FP-1	dFosB act	V-ATPase pH	CAL PDZ FP-2
Cc1cccc(NC(=O)CSc2nnc(Cn3nnc(-c4ccccc4)n3)n2-c2ccccc2)c1	-13	-0.7	-1	3	-7	-3	0.5	1	-2	0
C[C@H](CO)N1C[C@H](C)[C@@H](CN(C)C(=O)Nc2ccccc2)Oc2c(NC(=O)c3ccncc3)cccc2C1=O	10	1.2	8	-1	2	0	1.3	-2	1	-4
COC(=O)c1sc2ccc(C)cc2c1C(=O)OC	-4	0.8	1	-8	.	1	-1.6	7	2	-2
CCNc1nc(Oc2ccc(C(=O)OCC)cc2)nc(SC)n1	.	0.7	2	-4	-4	-3	-2.5	-16	.	-1
CC(/C=C/C1(O)C(C)CC(=O)CC1(C)C)OC1OC(CO)C(O)C(O)C1O (stereo not given)	1	-0.5	0	-1	0	1	-0.4	-6	-2	-3
COC(=O)C1CCN(C(=O)C2CCC(=O)N(CCc3cccc(F)c3)C2)CC1 (stereo not given)	19	0.0	-2	0	3	-10	-1.6	-2	-1	0
COc1cc(/C=N/NC(=O)c2ccncc2)ccc1OC(=O)c1ccco1	3	-4.3	1	17	0	-2	-0.1	-11	5	-2
O=C(CSc1ccc(-c2cccc([N+](=O)[O-])c2)nn1)N1CCCCCC1	17	-1.0	-2	-3	-2	3	0.6	-11	3	0
CCOc1ccc(C(=O)N2CCN(S(=O)(=O)c3cccs3)CC2)c(OCC)c1	1	-0.1	0	-8	-2	7	0.1	-6	-2	-2
O=c1c([N+](=O)[O-])c(NCCN2CCCCCC2)c2ccccc2n1-c1ccccc1	-8	-1.0	-5	0	-8	.	-2.2	-11	1	-1
COc1cc(OC)cc(C(=O)N2CC(=O)Nc3ccccc32)c1	-31	1.3	5	-7	-1	-6	-0.4	-8	-2	-2
COC(=O)C(C)(C)ONC(=O)Nc1ccc([N+](=O)[O-])cc1	9	1.1	-2	-4	1	4	0.2	2	3	-1
CNC(=O)/C(C#N)=C/c1cn(CC(=O)OC)c2ccccc12	.	-2.9	8	3	-4	-5	-1.1	2	-1	.
NC(=O)c1ccc(NC(=O)c2cccc(Oc3ccccc3)c2)cc1	16	-1.2	0	-10	7	-13	-0.6	11	0	6
